CCR6 antag: blocks CCL20-driven beta-arrestin recruitment at human CCR6; P51684; inhibition, % at 20 µM; 0.49% of 340,000 active; CHO-K1 CCR6 PathHunter beta-arrestin, luminescence, CCL20-stimulated;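 active = compounds whose inhibition of the agonist-driven luminescence signal at 20 µM reaches about 50%, limit read from the data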;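 also: cells stimulated with CCL20 at 14 nM final; plate controls were DMSO with CCL20 for no effect and DMSO without agonist for full effect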
CXCR6 block: CXCR6 (human) receptor inhibition. 0.36% of 360,000 active. CHO-K1 PathHunter CXCR6 beta-arrestin, luminescence. O00574. inhibition, % at 20 µM. AID 602244; in the data active = inhibition above about 34%, passing the limit was not always enough;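 also: antagonist mode with CXCL16 agonist at 10 nM final; 0% = 10 nM CXCL16 with DMSO and 100% = unstimulated wells without agonist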
EBI2 antag: antagonists of human EBI2 receptor. P32249. EBI2 beta-arrestin recruitment, luminescence, 7a,25-OHC stimulated. inhibition, % at 5 µM. 0.81% of 360,000 active. AID 651636; in the data active = inhibition above about 38%;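 also: enzyme fragment complementation signal reports receptor beta-arrestin coupling in cells; 0% = agonist plus DMSO wells and 100% = wells without agonist; some results beyond the cut were filed as inactive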
APJ antag: APJ receptor antagonism; P35414; CHO-K1 APJ beta-arrestin complementation, luminescence; inhibition, % at 20 µM; 0.32% of 330,000 active; AID 2521;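 active = inhibition above about 40% at 20 µM, limit read from the data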;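 also: cells challenged with 10 nM apelin-13 agonist together with compound; plate controls were apelin-13 plus DMSO wells for no effect and DMSO wells lacking apelin-13 for full effect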
Mdm2-MdmX inh: human Mdm2/MdmX binding inhibition | O15151+Q00987 | SaOS-2 split-luciferase Mdm2/MdmX complementation, luminescence | inhibition, % at 8 µM | 3% of 330,000 active | AID 485346;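 active = inhibition of at least 50% at 8 µM in the primary screen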
Target sequence (O15151 whole entry, looked up): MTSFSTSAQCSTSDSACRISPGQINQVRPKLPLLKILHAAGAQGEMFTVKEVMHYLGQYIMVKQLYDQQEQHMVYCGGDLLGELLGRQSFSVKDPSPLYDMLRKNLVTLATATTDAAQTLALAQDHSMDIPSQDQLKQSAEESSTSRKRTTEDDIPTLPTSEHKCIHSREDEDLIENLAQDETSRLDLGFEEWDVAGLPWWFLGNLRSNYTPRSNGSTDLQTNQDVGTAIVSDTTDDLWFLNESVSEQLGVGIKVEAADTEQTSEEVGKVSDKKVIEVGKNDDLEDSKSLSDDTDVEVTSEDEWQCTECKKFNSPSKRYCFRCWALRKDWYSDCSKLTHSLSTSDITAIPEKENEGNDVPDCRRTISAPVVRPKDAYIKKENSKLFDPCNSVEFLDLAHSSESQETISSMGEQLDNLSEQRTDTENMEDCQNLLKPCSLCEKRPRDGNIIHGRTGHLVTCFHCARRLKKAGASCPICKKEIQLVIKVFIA
Target sequence (Q00987 whole entry, looked up): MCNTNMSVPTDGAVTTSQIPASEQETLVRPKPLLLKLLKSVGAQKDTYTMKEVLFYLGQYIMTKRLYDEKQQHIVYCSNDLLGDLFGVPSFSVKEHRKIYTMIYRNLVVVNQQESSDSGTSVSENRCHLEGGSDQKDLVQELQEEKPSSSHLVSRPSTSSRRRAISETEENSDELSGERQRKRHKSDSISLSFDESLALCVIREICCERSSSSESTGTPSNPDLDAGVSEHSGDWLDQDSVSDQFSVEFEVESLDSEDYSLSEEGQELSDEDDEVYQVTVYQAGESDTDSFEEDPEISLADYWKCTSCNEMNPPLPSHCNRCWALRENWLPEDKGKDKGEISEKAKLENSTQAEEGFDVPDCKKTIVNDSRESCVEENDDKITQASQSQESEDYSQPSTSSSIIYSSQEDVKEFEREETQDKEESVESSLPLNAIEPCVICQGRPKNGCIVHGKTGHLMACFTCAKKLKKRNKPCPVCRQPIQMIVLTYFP
APJ ag: APJ receptor agonism; CHO-K1 APJ PathHunter beta-arrestin, luminescence; 0% DMSO wells, 100% apelin; 0.11% of 330,000 active; AID 2520; P35414; activation, % at 20 µM;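 active = activation more than six SD over the plate average, tested at 20 µM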;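 also: 0% = DMSO alone and 100% = apelin-13 at 10 nM; some results filed as inactive read as strong as hits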
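Assay system: engineered CHO-K1 APJ arrestin reporter cells; Amount: 1000 CHO-K1 reporter cells seeded per well; Dosing: one dose, 20 µM compound, 1% DMSO; Times: compound stimulation 90 min at 25 °C, detection 60 min; Measured by: luminescent beta-gal fragment complementation, chemiluminescent substrate; Read-out: APJ–arrestin association signal; Controls: DMSO vs Apelin-13 10 nM.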
CHOP UPR activ: activators of apoptotic arm of unfolded protein response (CHOP). CHO-CHOP luciferase reporter, UPR activation, luminescence; percent of tunicamycin response over DMSO baseline. activation, % at 10 µM. 0.34% of 330,000 active. AID 449763;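 active = at 10 µM dose, activation of 40% or more, normalized to positive control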;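 also: 100% = tunicamycin at 10 µg/mL and 0% = DMSO alone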
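Assay system: CHO cells with stable CHOP pathway luciferase reporter; Buffer or medium: F12 plus 10% serum; Times: 16-18 h cell attachment, then 6 h compound exposure, 37 °C; Signal: luciferase luminescence; Read-out basis: percent activation relative to tunicamycin control; Control set: tunicamycin high control, DMSO low control.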
tim23-1 inh: growth inhibitors of tim23-1 mutant yeast; S. cerevisiae tim23-1 growth, BacTiter-Glo luminescence, 24 h; inhibition, % at 20 µM; 1.3% of 330,000 active; AID 463212;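 active = growth inhibition of the mutant yeast at or above 50%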;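 also: temperature-sensitive mutant grown at 25 °C; plate controls were DMSO-treated mutant yeast for no effect and medium wells lacking yeast for full effect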
UPR XBP1 act: activators of adaptive arm of unfolded protein response (XBP1) | CHO-XBP1 luciferase reporter, IRE1-XBP1 UPR activation, luminescence; percent of tunicamycin response, DMSO as zero | activation, % at 20 µM | 0.33% of 330,000 active | AID 463104;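 active = versus positive control, 20 µM dose yields 30% or more activation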;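 also: 100% = tunicamycin at 10 µg/mL and 0% = DMSO only wells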
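Material – CHO cell line with stable XBP1 luciferase reporter · Buffer or medium – F12 plus 10% FBS · Compound – single point, 20 µM final compound, 1% DMSO · Schedule – 16-18 h cell attachment at 37 °C, then 6 h compound exposure · Signal – Steady-Glo luminescence read · Benchmarks – high control tunicamycin 10 µg/mL final, low control DMSO vehicle only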
An asterisk follows results filed as active. This is a subset; rates above refer to the full screens.

SMILES	CCR6 antag	CXCR6 block	EBI2 antag	APJ antag	Mdm2-MdmX inh	APJ ag	CHOP UPR activ	tim23-1 inh	UPR XBP1 act
Nc1nccnc1C(=O)OCC(=O)NC1CCCc2ccccc21 (configuration not stated)	4	-3	3	-10	19	-2	3.1	7	-1
Cc1c(C(=O)NCc2cccnc2)oc2ccccc12	0	3	0	3	8	-1	0.0	4	-1
CCc1nnc(NC(=O)C2CCN(c3cnccn3)CC2)s1	11	1	-4	-2	-4	0	-0.9	7	0
Cc1ccc(C(=O)N/N=C/C=C/c2ccccc2)o1	12	1	-2	-9	-19	-2	2.7	30	6
CC(=O)c1cccc(NC(=O)C(C)OC(=O)c2ccc3ncsc3c2)c1 (configuration not stated)	9	8	10	7	12	1	1.5	26	-1
CCO[C@H]1OC(C(=O)NCc2nc3ccccc3[nH]2)=C[C@@H](c2ccc3c(c2)OCO3)[C@@H]1CCCO	1	6	-5	11	34	-3	-0.3	-3	-2
S=C(NCc1ccco1)Nc1ccccc1	13	7	-1	11	4	2	0.8	11	-2
CC(=O)Nc1cccc(/C(C)=N/NC(=O)c2ccc3c(c2)OCO3)c1	8	2	7	-19	-6	-1	2.5	6	-2
C=CCn1c(COc2ccccc2OC)nc2ccccc21	16	2	5	6	1	-2	3.4	37	4
CCOC(=O)CSc1ccc(C(=O)Nc2ccc(Cl)cc2)cn1	-18	-11	28	-13	13	6	2.6	-9	-3
COc1ccc(N(C(=O)c2ccco2)C(C(=O)NC2CCCC2)c2ccc(N3CCOCC3)cc2)c(OC)c1 (configuration not stated)	14	-14	-2	9	10	-6	1.5	21	-6
CCCCNC(=S)N=Nc1c(O)n(Cc2ccccc2)c2ccccc12	24	17	22	12	38	-5	0.2	12	-4
CCOc1ccc(Br)cc1C(=O)N/N=C/c1ccccn1	8	5	-4	8	31	-5	0.6	48	4
O=C(O)C(C(O)c1ccccc1)[n+]1ccccc1 (configuration not stated)	3	1	-7	10	1	6	0.6	11	-1
COc1ccnc(CN(C)C(=O)C2CCC(=O)N(CCN(C)C)C2)c1 (configuration not stated)	10	-4	-12	-1	5	-5	-1.1	1	-3
CCCCCc1cc(=O)oc2c(C(CCN3CCCC(C)C3)c3ccc(N(C)C)cc3)c(OC)cc(OC)c12 (configuration not stated)	-6	-9	-14	-23	96*	9	20	30	22
Cc1cc(SCC(=O)N(CC(C)C)c2c(N)n(CC(C)C)c(=O)[nH]c2=O)nc2ccccc12	-6	-4	-10	-14	10	-3	-2.3	7	0
CC(Oc1ccc(F)cc1)C(=O)Nc1cc(C(F)(F)F)ccc1-n1cncn1 (configuration not stated)	3	-5	-1	0	11	7	-1.0	23	2
CC1CN(S(=O)(=O)c2ccc(C(=O)Nc3nccs3)cc2)CC(C)O1 (configuration not stated)	7	1	-9	7	-9	-1	2.1	3	-5
O=C(CNC(=O)c1ccc(F)cc1)NCc1ccc(S(=O)(=O)N2CCOCC2)cc1	-7	-2	-6	10	23	-5	0.2	21	-2
COc1ccc(S(=O)(=O)N(CC(=O)NCc2ccco2)c2ccc(C)cc2)cc1OC	8	2	-4	10	-12	-3	2.3	22	-1
COc1cccc(-c2nc3ccccc3c(=O)o2)c1	-2	-11	-4	-5	10	-4	3.1	36	17
O=C(CSc1ncc(-c2ccc(F)cc2)n1Cc1ccco1)Nc1nccs1	4	-9	-4	1	10	-3	1.0	3	-2
COc1cccc(C2N(c3ccccn3)C(=O)C3CCCN32)c1OC (configuration not stated)	7	-4	-6	22	2	4	0.9	-8	-1
Cc1ccccc1OCCn1nc(C(=O)O)c2ccccc2c1=O	3	-10	4	1	-10	-10	-1.6	-67	-1

Complete entries from above.
CCCCCc1cc(=O)oc2c(C(CCN3CCCC(C)C3)c3ccc(N(C)C)cc3)c(OC)cc(OC)c12 (configuration not stated) reads CCR6 antag = -6; CXCR6 block = -9; EBI2 antag = -14; APJ antag = -23; Mdm2-MdmX inh = 96*; APJ ag = 9; CHOP UPR activ = 20; tim23-1 inh = 30; UPR XBP1 act = 22
CC(=O)Nc1cccc(/C(C)=N/NC(=O)c2ccc3c(c2)OCO3)c1 reads CCR6 antag = 8; CXCR6 block = 2; EBI2 antag = 7; APJ antag = -19; Mdm2-MdmX inh = -6; APJ ag = -1; CHOP UPR activ = 2.5; tim23-1 inh = 6; UPR XBP1 act = -2

Carrying on.
SMILES	CCR6 antag	CXCR6 block	EBI2 antag	APJ antag	Mdm2-MdmX inh	APJ ag	CHOP UPR activ	tim23-1 inh	UPR XBP1 act
O=C(CSc1nnc(NC2CCCCC2)s1)Nc1ccc(N2CCOCC2)cc1	7	2	-7	27	21	-4	-0.2	-17	0
CCCCCN(C(=O)CCC(=O)OCC(=O)N1CCC(C)CC1)c1c(N)n(CCCC)c(=O)[nH]c1=O	2	-4	-5	-2	0	2	-2.4	7	0
O=C(N/N=C/c1cccc(C(F)(F)F)c1)C1CCN(c2ncc(C(F)(F)F)cc2Cl)CC1	0	-1	7	-5	64*	-5	-2.6	5	21
CCOC(=O)Cn1c(=NC(=O)C2COc3ccccc3O2)sc2cc(S(N)(=O)=O)ccc21 (configuration not stated)	8	10	0	5	-27	1	-0.7	7	0
CCO[C@@H]1OC(C(=O)N2CCN(Cc3ccc4c(c3)OCO4)CC2)=C[C@H](c2coc3ccccc3c2=O)[C@H]1CCCO	10	5	-7	0	6	2	1.5	5	-1
COCCN(CC(=O)NCc1ccccc1)C(=O)CCC(=O)Nc1nccs1	-10	-2	-2	21	32	0	-1.1	-3	2
COc1cc(C(=O)NCc2nnc(SCC(=O)N3CCCCC3)o2)cc(OC)c1OC	4	5	-2	13	-9	1	1.8	5	-2
CCOP(=O)(OCC)C(Nc1cccc(C)c1)c1ccc(F)cc1 (configuration not stated)	7	-9	2	4	-3	-3	-2.4	22	-2
Cc1ccc(SC(C)c2nc(-c3ccccc3)no2)cc1 (configuration not stated)	6	3	9	9	-30	-1	0.8	9	-1
O=C(N/N=C/c1coc2ccccc2c1=O)c1cn(-c2ccccc2)nc1-c1ccccc1	-5	6	4	6	18	-1	1.8	43	-3
COc1cccc(CN(C)C(=O)Nc2cccc(C(F)(F)F)c2)c1OC	23	-16	6	5	1	-1	1.6	10	-1
Cc1nn(CC(C)C)c(Cl)c1C(=O)N(c1ccc(Cl)cc1F)S(C)(=O)=O	22	11	-3	12	45	-2	-1.6	38	3
O=S(=O)(c1cccc(S(=O)(=O)N2CCN(c3ncccn3)CC2)c1)N1CCOCC1	7	2	-3	13	-16	2	-0.2	12	1
Cc1cc([N+](=O)[O-])ccc1NC1CCCC1	7	8	6	-9	11	2	2.3	28	1
CCCOC(=O)c1ccc(OCC(O)CN2C(=O)NC(C)(C)C2=O)cc1 (configuration not stated)	7	-3	-5	-3	-22	0	-0.3	6	1
CCOc1ccc(C(=O)NCc2ccco2)cc1OC	9	-2	-4	2	-10	-2	39	-12	-5
O=C(CSc1nc2ccsc2c(=O)n1-c1ccccc1)N1CCCC1	12	-3	4	1	5	-5	-0.4	24	2
N#Cc1ccc(NC(=O)COC(=O)C2Cc3ccccc3CN2C(=O)c2ccccc2)cc1 (configuration not stated)	11	-3	6	-10	-28	0	2.9	-6	-2
O=Cc1ccc(OC(=O)c2cccnc2)cc1	3	10	-7	12	27	-7	-1.9	15	0
Cc1ccc(CN2CCN(Cc3nc(C(C)C)cs3)CC2CCO)cc1 (configuration not stated)	13	2	-3	7	8	-2	3.0	8	1
COc1ccc(CN(CC2CCC(C(=O)O)CC2)C(=S)Nc2cc(C)cc(C)c2)cc1 (configuration not stated)	16	-1	4	-2	-2	-2	-0.3	17	-1
COc1ccc(CC(=O)NNS(=O)(=O)c2ccccc2)cc1OC	8	-3	-1	-17	17	-3	0.2	8	-3
Cc1nc2ccc(NC(=O)c3nn(C(C)C)c(=O)c4ccccc34)cc2s1	3	-3	3	1	3	-1	-0.1	14	2
CCCC(c1nnnn1Cc1cccs1)N1CCN(c2ccc(OC)cc2)CC1 (configuration not stated)	9	-3	12	6	9	-1	-0.1	24	-2
O/N=C\c1ccc2noc(-c3ccc(Cl)cc3)c2c1	-4	-19	-1	-35	35	-2	0.8	6	3

Next section.
SMILES	CCR6 antag	CXCR6 block	EBI2 antag	APJ antag	Mdm2-MdmX inh	APJ ag	CHOP UPR activ	tim23-1 inh	UPR XBP1 act
Cc1nc2ccc(S(=O)(=O)N(C)CC(=O)NCCc3ccccc3)cc2s1	12	-11	-3	27	-4	1	-0.1	12	-2
CCOc1ccc(N2C(=O)C3Sc4[nH]c(=O)sc4C(/C=C/c4ccccc4)C3C2=O)cc1 (configuration not stated)	10	-3	-16	20	-28	2	1.3	30	-2
CCOc1cc(CNCC2CCCO2)cc(Br)c1OCC(N)=O (configuration not stated)	2	-3	-2	11	-15	-2	-1.6	15	0
C[C@H](NC(=O)[C@@H]1CCC(=O)N1Cc1ccco1)c1ccccc1	7	-4	3	11	-1	-3	0.0	0	0
COc1cc(NC(=O)CCc2nnc3ccc(N4CCCC4)nn23)cc(OC)c1OC	4	-16	3	14	26	-2	3.9	-8	-4
CC(C)CNc1nc(NC(C)(C)C)nc(Oc2ccc(=O)[nH]n2)n1	10	6	0	-7	-17	-3	3.0	-12	-4
CC(=O)NC12CC3CC(C1)CC(C(=O)Nc1c(C)n(C)n(-c4ccccc4)c1=O)(C3)C2	5	10	-8	6	16	8	1.7	-3	-7
COCN(C#N)c1nc(N(C)C)nc(N(C)C)n1	-13	-2	-2	3	10	-2	-0.4	10	-5
O=C(COC(=O)/C=C/c1cccc(Br)c1)NC1CC1	6	5	9	2	10	-5	1.7	-1	0
O=C(COc1ccccc1C(=O)O)Nc1nc2ccc([N+](=O)[O-])cc2s1	23	6	-7	16	20	-5	3.5	-1	-1
CCOc1ccc(-c2nnc(SCC(=O)NC(C)(C)C)nc2-c2ccc(OCC)c(OC)c2)cc1OC	0	2	-7	-7	3	-2	1.5	12	1
O=c1cc(-c2ccc(Br)cc2)[nH][nH]1	12	-2	-11	-2	-3	-3	-1.1	12	-3
CC1CN(C2CCN(S(=O)(=O)c3ccc4ccccc4c3)CC2)CC(C)O1 (configuration not stated)	-13	-10	2	6	23	1	-0.5	5	-4
CCOC(=O)CC(N)c1ccc(OC)cc1 (configuration not stated)	16	2	-7	13	17	-2	0.0	6	0
COc1cccc(C(=O)N2CCN(C(=O)c3cccc(F)c3)CC2)c1	9	4	-7	-1	-14	-5	-0.4	3	-2
S=C1NC(c2cccs2)=CC(c2ccc(Br)cc2)N1 (configuration not stated)	-6	-2	20	-12	14	-4	4.4	39	-2
O=c1c2c3c(sc2n(CCN2CCCC2)c(=O)n1Cc1ccccc1)CCCCC3	20	12	7	5	29	-4	-0.7	14	0
O=C(CN1CCCC1)N1CCCc2ccccc21	-2	7	-6	-5	7	-1	-1.5	12	-3

Compound activity (PubChem)
